Screens from PubChem.
NPY2 pot ag – human NPY-Y2 potentiation or agonism, primary screen | activation, % at 3.6 µM | P49146 | AID 1359 | cells expressing NPY-Y2, potentiator/agonist read-out | 220,000 tested, 0.45% active; in the data active = activation above about 27%;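 also: cells stimulated with NPY near EC25 plus isoproterenol at EC100; 0% = vehicle plus submaximal agonist and 100% = vehicle plus saturating agonist; some results beyond the cut were filed as inactive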
TRPN1 ag – activates the zebrafish TRPN1 channel | HEK293 zebrafish TRPN1-YFP, Fluo-8 calcium fluorescence; 100% = response to 87 µM carbachol | activation, % at 3 µM | 220,000 tested, 0.18% active;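 active = activation above its plate's cutoff, the mean activation of test wells on that plate plus 3 SD, cut at about 19% in these data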;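 also: 0% = DMSO alone and 100% = 87 µM carbachol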
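Control set: carbachol 87 µM as high control, DMSO as low control; system: HEK293 stable line with zebrafish TRPN1-YFP; read-out: % activation versus carbachol response; detection: intracellular calcium fluorescence with Fluo-8; doses: single test compound dose, 3 µM nominal, 0.3% DMSO; schedule: dye 1 h 37 °C plus 30 min RT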
EP2 mod – modulators of human EP2 prostaglandin E2 receptor. EP2-expressing cells, cAMP HTRF FRET, PGE2 co-stimulation. 260,000 tested, 0.83% active. induction, % at 25 µM;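 active = compounds whose cAMP rise, as percent of the full-agonist control response, exceeds 60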;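 also: rat C6 glioma line stably carrying human EP2 under a CMV promoter; the protocol text gives 20 µM as final concentration; 100% = response of wells given 1 µM PGE2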
S1P4 ag – agonists of human S1P4 receptor; AID 1509; O95977; 220,000 tested, 0.35% active; activation, % at 4.98 µM; S1P4-expressing cell line, agonist reporter assay; in the data active = activation above about 11%;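 also: 0% = DMSO vehicle and 100% = reference agonist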
Target sequence (O95977 whole entry, looked up): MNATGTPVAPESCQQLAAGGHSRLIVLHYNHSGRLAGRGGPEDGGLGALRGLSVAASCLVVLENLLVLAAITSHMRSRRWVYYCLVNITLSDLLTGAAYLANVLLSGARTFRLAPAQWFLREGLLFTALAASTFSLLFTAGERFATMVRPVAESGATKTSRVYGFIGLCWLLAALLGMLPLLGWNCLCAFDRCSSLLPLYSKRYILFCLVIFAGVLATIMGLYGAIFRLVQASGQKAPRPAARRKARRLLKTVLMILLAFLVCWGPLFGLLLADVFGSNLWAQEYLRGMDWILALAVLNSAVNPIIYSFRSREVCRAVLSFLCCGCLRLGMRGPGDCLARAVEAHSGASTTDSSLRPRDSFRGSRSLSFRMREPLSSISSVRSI
NPY-Y1 PAM-ag – human NPY-Y1 potentiation or agonism, primary screen; NPY-Y1 expressing cells, potentiator/agonist activation; AID 1304; activation, % at 3.6 µM; 220,000 tested, 0.37% active; in the data active = activation above about 33%, passing the limit was not always enough;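 also: cells stimulated with NPY at EC10 then isoproterenol at EC100; 0% = low agonist plus stimulus and 100% = saturating agonist plus stimulus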
Target sequence (P25929 whole entry, looked up): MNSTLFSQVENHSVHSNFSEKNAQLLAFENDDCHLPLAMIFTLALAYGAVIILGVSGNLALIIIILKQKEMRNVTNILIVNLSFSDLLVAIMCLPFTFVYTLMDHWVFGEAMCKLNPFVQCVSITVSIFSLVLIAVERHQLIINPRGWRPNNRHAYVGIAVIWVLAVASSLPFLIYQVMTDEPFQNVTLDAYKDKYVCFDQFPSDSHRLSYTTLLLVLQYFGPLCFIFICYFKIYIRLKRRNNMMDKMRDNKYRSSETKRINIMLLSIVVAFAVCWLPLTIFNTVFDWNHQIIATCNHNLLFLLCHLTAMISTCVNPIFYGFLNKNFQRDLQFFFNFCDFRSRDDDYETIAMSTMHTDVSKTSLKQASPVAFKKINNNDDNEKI
NPY-Y1 antag – blocks the human neuropeptide Y Y1 receptor. HEK293-CNG Y1 cells, membrane potential fluorescence; NPY at EC95, then isoproterenol. inhibition, % at 3.6 µM. 200,000 tested, 1% active. AID 1040;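 active = inhibition above the campaign mean inhibition of all tested compounds plus 3 SD, cut at about 20% in these data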;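 also: 0% = DMSO wells given NPY plus isoproterenol and 100% = isoproterenol alone without NPY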
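System: HEK293 cells with Y1 receptor plus CNG channel / Probe or stimulus: NPY 25 nM then isoproterenol 1 µM plus Ro 20-1724 25 µM / Compound: one concentration, 3.6 µM, in 0.4% DMSO / Schedule: compound incubation 1 h at room temperature, readout 45 min post-stimulation / Measured by: membrane potential fluorescence / Read-out: % inhibition of NPY effect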
CHOP inhibitor – CHOP inhibition in unfolded protein response; 220,000 tested, 3.8% active; CHO-K1 CHOP-promoter luciferase, tunicamycin-induced, 15-18 h; AID 2732; inhibition, % at 10 µM;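 active = compounds that reduced the stress-induced luciferase reporter signal by more than about 70% of percent inhibition, limit read from the data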;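 also: 0% = tunicamycin plus vehicle and 100% = wells without tunicamycin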
TRPML3 agonist – agonists of human TRPML3 channel. Q8TDD5. HEK293 TRPML3-YFP, Fluo-8 calcium fluorescence; 100% = the carbachol control signal. activation, % at 3 µM. 220,000 tested, 0.29% active. AID 1448;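 active = activation above its plate's cutoff, the mean activation of the plate's test wells plus 3 SD, cut at about 12% in these data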;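 also: 0% = DMSO only wells and 100% = carbachol wells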
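Material: HEK293 cells stably carrying human TRPML3-YFP; compound dosing: single dose, 3 µM final nominal compound, 0.3% DMSO final; incubation: 1-h 37 °C dye load, 5-s basal, 120-s post-compound reads; technique: Fluo-8 intracellular calcium fluorescence, excitation 470-495 nm, emission 515-575 nm; read-out basis: percent activation from peak-to-basal fluorescence ratio, scaled between DMSO and carbachol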
S1P4 antagonist – antagonists of human S1P4 receptor | O95977 | S1P4-expressing cells, antagonist mode, reporter read-out | inhibition, % at 4.98 µM | 220,000 tested, 0.26% active | AID 1510; in the data active = inhibition above about 29%;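 also: 0% = wells stimulated with agonist and 100% = vehicle wells without agonist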
Starred values were filed as active, the others as inactive; x = not tested or not shown; & = joins results of further samples.

SMILES	NPY2 pot ag	TRPN1 ag	EP2 mod	S1P4 ag	NPY-Y1 PAM-ag	NPY-Y1 antag	CHOP inhibitor	TRPML3 agonist	S1P4 antagonist
O=C(c1ccccc1)N1N=C(c2ccccc2)CC1c1ccccc1O (configuration not stated)	5.6	-1.9	84.8*	1.9	-3.5	0.6	11.2	-0.2	-12.4
CCOC(=O)C1=C(C)N(CC(C)C)C(=O)C1	-5.5	1.3	10.5	1.2	14.9	-0.6	28.0	1.2	11.5
CN(C)c1nc(NCc2ccccc2)nc(N/N=C/c2ccccc2F)n1	-10.6	-1.3	3.0	0.7	3.6	1.8	-11.4	-0.6	-37.5
CC(C)C(=O)Nc1ccc(C(=O)NNC(=O)c2ccco2)cc1	-2.8	-0.1	5.5	-1.4	-14.0	2.6	13.1	0.5	-3.3
CCOC(=O)Cc1csc(NC(=O)Nc2cccc(Cl)c2)n1	-2.5	9.3	-41.1	0.3	-6.8	-8.2	58.2	6.5	-9.0
O=c1[nH]c2ccc(Cl)cc2c(O)c1Cc1ccccc1	-3.7	-0.8	27.9	0.7	-3.0	2.6	7.5	0.6	-5.3
Cc1nc2ccccc2c(=O)n1NCc1cc(Br)cs1	2.5	0.7	-37.9	1.1	-19.9	10.3	8.6	0.9	-3.9
Cc1c(Cc2ccc3c(c2)OCO3)sc(NC(=O)C2CC2)c1C(N)=O	8.2	0.7	-31.9	-0.7	7.5	x	0.9	-0.3	-1.9
CCCCSc1nnc2n(CCc3ccccc3)c(=O)c3c4c(sc3n12)COC(C)(C)C4	-6.8	0.5	57.3	-0.9	-8.7	0.1	41.5	0.3	-10.3
COCCN(C(=S)Nc1cccc(C)c1)C(C)c1cccnc1 (configuration not stated)	-1.5	1.0	-7.4	0.7	12.2	2.7	32.9	1.0	-6.9
O=C1CC(=C2c3ccccc3-c3ccccc32)C(=O)N1CCCCN1CCN(c2ccccc2)CC1	7.4	-1.9	4.1	3.2	-2.1	5.4	-10.2	-0.8	-7.4
CC(=O)N1CCc2cc(S(=O)(=O)NCCC(=O)NCCc3ccccc3)ccc21	4.9	0.5	-14.0	1.2	6.0	-3.7	-20.7	0.7	-21.1
CN(C)/N=C/c1ccc(N2CCOCC2)cc1	0.0	1.1	15.0	3.8	-1.9	-0.5	23.2	1.1	-12.5
COc1ccc2c(CC(=O)Nc3nccs3)coc2c1	-10.1	-0.2	-40.2	-0.1	0.3	1.0	10.1	0.8	-5.0
O=C(N/N=C/c1cccs1)C1COc2ccccc2O1 (configuration not stated)	1.9	-0.8	-14.5	0.4	-1.6	1.0	-8.8	0.5	-2.5
Cc1cccc(C(=O)c2cnc3ccccc3c2-c2ccccc2)c1	3.2	-2.0	90.0*	1.2	-15.9	10.1	101.7*	-0.2	12.5
CCS(=O)(=O)NCCc1cc2cc(C)c(C)cc2[nH]c1=O	5.4	0.2	7.8	-0.9	10.6	2.7	23.8	0.0	-6.2
C=CCn1c(CCNC(=O)c2cccs2)nnc1SCC(=O)c1ccc(Cl)cc1	2.9	-0.9	2.6	0.1	-7.6	5.3	36.6	-0.6	-2.9
C=CCCCCCCCC(=O)OC	-2.6	-0.3	28.7	0.4	-9.2	-3.9	-11.6	0.1	6.2
Cc1cc(C)cc(-c2nnc(SCc3ccc(C(=O)O)cc3)o2)c1	-20.2	1.5	43.7	-1.0	-8.2	2.1	-7.7	-0.5	-3.4
COc1ccc(N2CCN(C(CNC(=O)C(=O)NCc3cccs3)c3ccco3)CC2)cc1 (configuration not stated)	9.1	1.8	-42.0	-0.3	10.2	-2.8	-0.8	1.4	3.8
COc1ccc(CCn2c(C)ccc2C)cc1OC	-9.7	1.7	9.1	-0.8	-21.9	7.6	-3.6	-0.2	-15.0
O=C(N/C(=C/c1cccs1)C(=O)N1CCOCC1)c1ccccc1	-5.3	2.4	12.6	-0.1	18.3	0.1	-5.0	1.0	1.7
N#CCC(=O)Nc1ccc(C(=O)NCc2ccccn2)cc1	5.5	3.7	4.5	2.0	-12.8	-7.4	-11.4	0.9	-9.5
O=C(CN1CCC(O)(c2ccc3c(c2)OCO3)CC1)OC1CCCCC1	-8.4	-1.3	-10.3	-2.7	-19.5	-0.9	39.5	0.6	-5.2

Rewritten with two lines to a compound: eleven of the compounds above.
Values in the order: NPY2 pot ag, TRPN1 ag, EP2 mod, S1P4 ag, NPY-Y1 PAM-ag, NPY-Y1 antag, CHOP inhibitor, TRPML3 agonist, S1P4 antagonist
O=c1[nH]c2ccc(Cl)cc2c(O)c1Cc1ccccc1
  -3.7, -0.8, 27.9, 0.7, -3.0, 2.6, 7.5, 0.6, -5.3
Cc1nc2ccccc2c(=O)n1NCc1cc(Br)cs1
  2.5, 0.7, -37.9, 1.1, -19.9, 10.3, 8.6, 0.9, -3.9
Cc1c(Cc2ccc3c(c2)OCO3)sc(NC(=O)C2CC2)c1C(N)=O
  8.2, 0.7, -31.9, -0.7, 7.5, x, 0.9, -0.3, -1.9
CCCCSc1nnc2n(CCc3ccccc3)c(=O)c3c4c(sc3n12)COC(C)(C)C4
  -6.8, 0.5, 57.3, -0.9, -8.7, 0.1, 41.5, 0.3, -10.3
COCCN(C(=S)Nc1cccc(C)c1)C(C)c1cccnc1 (configuration not stated)
  -1.5, 1.0, -7.4, 0.7, 12.2, 2.7, 32.9, 1.0, -6.9
O=C1CC(=C2c3ccccc3-c3ccccc32)C(=O)N1CCCCN1CCN(c2ccccc2)CC1
  7.4, -1.9, 4.1, 3.2, -2.1, 5.4, -10.2, -0.8, -7.4
CC(=O)N1CCc2cc(S(=O)(=O)NCCC(=O)NCCc3ccccc3)ccc21
  4.9, 0.5, -14.0, 1.2, 6.0, -3.7, -20.7, 0.7, -21.1
CN(C)/N=C/c1ccc(N2CCOCC2)cc1
  0.0, 1.1, 15.0, 3.8, -1.9, -0.5, 23.2, 1.1, -12.5
COc1ccc2c(CC(=O)Nc3nccs3)coc2c1
  -10.1, -0.2, -40.2, -0.1, 0.3, 1.0, 10.1, 0.8, -5.0
O=C(N/N=C/c1cccs1)C1COc2ccccc2O1 (configuration not stated)
  1.9, -0.8, -14.5, 0.4, -1.6, 1.0, -8.8, 0.5, -2.5
Cc1cccc(C(=O)c2cnc3ccccc3c2-c2ccccc2)c1
  3.2, -2.0, 90.0*, 1.2, -15.9, 10.1, 101.7*, -0.2, 12.5

Continuation.
SMILES	NPY2 pot ag	TRPN1 ag	EP2 mod	S1P4 ag	NPY-Y1 PAM-ag	NPY-Y1 antag	CHOP inhibitor	TRPML3 agonist	S1P4 antagonist
CCN(CC)C(=O)c1ccc(O)c(OC)c1	16.6	1.9	22.8&23.4	-0.7	3.0	-2.2	14.3&-0.9	0.9	-8.6
C=CCn1c2ccccc2c2nnc(SCC(=O)Nc3c(C)n(C)n(-c4ccccc4)c3=O)nc21	-14.3	0.4	-8.2	-1.3	-30.9	-3.4	4.7	-0.9	5.7
CCCC(=O)N/N=C1\CS(=O)(=O)N(C)c2ccsc21	12.5	3.0	20.7	-1.1	0.4	2.9	1.6	0.5	-1.0
Cc1ccc(F)cc1NC(=O)c1ccc(NS(=O)(=O)c2ccc(Br)s2)cc1	-5.8	-1.7	-16.0	0.6	4.5	-1.1	13.2	-0.4	-21.1
O=C(O)c1ccc(CSc2nnnn2C2CCCCC2)cc1	-3.5	0.2	21.0	-1.1	-0.8	2.9	10.0	0.4	2.0
CSCC(O)Cn1[nH]c(=O)c2cc(Cl)c(Cl)cc2c1=O (configuration not stated)	-5.8	2.1	-31.5	-0.7	-20.1	x	-6.1	0.8	7.9
CCN1C(=O)/C(=C/c2nc3ccccc3c(=O)n2-c2ccc(C)cc2)c2ccccc21	-2.8	-0.5	-0.9	-2.6	9.7	-2.8	-19.6	-0.1	-37.0
Cc1ccc(C)c(NC(=O)CSc2ncnc3nc[nH]c23)c1	-5.0	0.5	-0.9	-0.3	2.1	4.8	13.2	-0.1	-4.6
COc1ccc(CCNC(=S)NCc2ccc(Cl)c(Cl)c2)cc1OC	-6.1	2.2	-17.1	1.9	-6.1	8.6	36.8	1.2	-12.2
CCOc1cccc(NC(=O)C2CCCN(S(=O)(=O)c3ccc(-n4cnnn4)cc3)C2)c1 (configuration not stated)	0.9	0.4	-32.0	2.1	10.0	1.4	34.3	-0.6	13.5
O=C(N/N=C/C(Br)=C/c1ccccc1)C1CC1	5.5	1.6	-9.1	-0.5	-8.1	-6.4	8.5	-0.2	-20.6
COc1ccnc(Oc2ccc(F)cc2)c1C(=O)N/C=N/OCc1c(Cl)cccc1Cl	-4.3	0.8	19.7	2.0	3.1	6.0	45.6	0.6	-20.9
COc1ccc(Oc2ccc3c(C(F)(F)F)cc(C(F)(F)F)nc3n2)cc1	6.4	0.6	6.9	0.9	8.6	11.0	52.1	0.2	0.2
COc1ccc(C)cc1NC(=S)Nc1ccccc1SC	18.6	-1.0	23.8	2.0	5.4	6.2	4.8	0.3	6.9
CCCCCn1c(SCC(=O)OC)nc2c1c(=O)[nH]c(=O)n2C	0.4	1.1	10.7	0.1	16.7	-4.5	11.8	-0.2	1.9
CCn1c(C(=O)N2CCC(C(=O)NCc3ccc4c(c3)OCO4)CC2)cc2sccc21	-6.6	1.4	-37.7	-0.4	5.2	3.3	17.4	0.3	-0.9
COc1cc(OC)cc(C(=O)N/N=C2/SCC(=O)N2Cc2ccco2)c1	10.3	-0.3	-12.4	-0.3	12.6	-3.1	-12.4	0.3	13.8
Nc1c(C(=O)c2ccc(F)cc2)oc2ccccc12	8.5	-0.3	7.2	2.0	20.0	0.2	-13.0	-0.1	-6.2
Cn1c(/C=N/O)nc2ccccc21	-8.9	1.9	0.1	1.9	18.1	x	3.6	0.3	0.9
